# ALOX15 inhib: qHTS Assay for Inhibitors of 15-hLO (15-human lipoxygenase). Potency, µM (doses to about 57.1 µM), for the others: top-dose activity change, negative = inhibition, most hits filed as inhibitors. purified 15hLO-1, xylenol orange hydroperoxide absorbance. Polyunsaturated fatty acid lipoxygenase ALOX15 (Homo sapiens), P16050. 74,000 tested, 1.4% active; further: potency means the concentration at half of the fitted maximal effect; on the % scale 0 is the no-effect control and ±100 the full control effect; nearly all actives have a fitted effect of over 55% in size
# Target sequence (P16050 whole entry, looked up): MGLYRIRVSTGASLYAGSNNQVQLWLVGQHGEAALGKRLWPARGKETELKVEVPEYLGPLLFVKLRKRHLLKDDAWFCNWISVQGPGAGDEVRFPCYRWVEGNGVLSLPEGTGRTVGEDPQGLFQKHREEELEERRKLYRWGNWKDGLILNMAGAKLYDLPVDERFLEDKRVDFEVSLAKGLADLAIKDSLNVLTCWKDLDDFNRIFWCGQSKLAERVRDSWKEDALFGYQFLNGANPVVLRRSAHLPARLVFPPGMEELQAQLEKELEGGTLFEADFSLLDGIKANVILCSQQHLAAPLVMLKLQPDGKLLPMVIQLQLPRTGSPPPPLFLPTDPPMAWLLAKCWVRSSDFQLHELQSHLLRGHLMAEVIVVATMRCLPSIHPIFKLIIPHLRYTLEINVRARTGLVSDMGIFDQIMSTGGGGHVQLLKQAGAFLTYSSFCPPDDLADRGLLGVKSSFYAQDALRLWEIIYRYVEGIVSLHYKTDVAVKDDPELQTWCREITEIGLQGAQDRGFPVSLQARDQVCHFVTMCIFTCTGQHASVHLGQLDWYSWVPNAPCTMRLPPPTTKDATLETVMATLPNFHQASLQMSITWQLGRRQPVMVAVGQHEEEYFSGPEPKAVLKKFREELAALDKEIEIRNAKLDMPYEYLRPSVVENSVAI
#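 Purified human 15hLO-1 (40 nM final) in 25 mM Hepes pH 7.5, 0.01% Triton X-100 was preincubated with compound 15 min at room temperature, then reacted 6 min with 50 uM arachidonic acid; hydroperoxide detected by Fe-XO, 573/405 nm absorbance ratio.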
# Hsp90 Hop PPI: qHTS Assay for Disrupters of an Hsp90 Co-Chaperone Interaction; AlphaScreen TPR2A-His6 binding biotin-Hsp90 C-terminal peptide; 71,000 tested, 0.44% active; Potency, µM (doses to about 57 µM), for inactives: at the highest dose activity change, negative = inhibition; Hsp90 C-terminal peptide / TPR2A (Hop) interaction, human; active means well fitted curve in either direction with a large enough effect; inconclusive means small, poorly fitted or top-dose-only effect, or another doubt; further: potency means the concentration at half of the fitted maximal effect; on the % scale 0 is the no-effect control and ±100 the full control effect; many of its hits are not listed in these tables
# FLuc inh: qHTS Assay for Inhibitors of Firefly Luciferase; 72,000 tested, 2.2% active; Potency, µM (top dose mostly 57.1 µM), without a hit: at the highest dose activity change, negative = inhibition, usual class: inhibitors; AID 411, 2009; purified firefly luciferase, luminescence, 8 min; Luciferin 4-monooxygenase (Photinus pyralis), P08659; further: potency means the concentration at half of the fitted maximal effect; on the % scale 0 is the no-effect control and ±100 the full control effect; nearly all actives have a fitted effect of over 40% in size
#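 Here, luciferase activity is measured as luminescence following an 8 min room-temperature reaction at 10 uM ATP, pH 7.2. Every library sample is titrated.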
# HADH2 inhib: qHTS Assay for Inhibitors of HADH2 (Hydroxyacyl-Coenzyme A Dehydrogenase, Type II). 73,000 tested, 3.4% active. recombinant HADH2, NADH fluorescence, beta-hydroxybutyryl-CoA. Potency, µM (highest dose often 57.1 µM), without a hit: at the highest dose activity change, negative = inhibition, actives largely listed as inhibitors. AID 886, 2007; further: potency means the concentration at half of the fitted maximal effect; on the % scale 0 is the no-effect control and ±100 the full control effect; nearly all actives have a fitted effect of over 60% in size; many of its hits are not listed in these tables
# Target sequence (Q99714 whole entry, looked up, one chain of several): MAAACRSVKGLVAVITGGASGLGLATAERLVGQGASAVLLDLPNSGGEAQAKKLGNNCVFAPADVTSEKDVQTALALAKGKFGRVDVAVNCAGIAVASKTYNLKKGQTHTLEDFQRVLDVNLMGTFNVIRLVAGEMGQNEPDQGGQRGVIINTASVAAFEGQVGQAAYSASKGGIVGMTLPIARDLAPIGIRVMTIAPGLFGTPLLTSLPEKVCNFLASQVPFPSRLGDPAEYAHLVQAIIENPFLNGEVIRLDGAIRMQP
#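 NADH fluorescence (ex 360/em 450 nm) read every 30 s for 4 min; activity taken as last-minus-first time point difference. Enzyme 20 nM, NAD+ 1 mM, beta-hydroxybutyryl-CoA 90 uM, pH 9.0 Tris buffer.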
# Epigenetic mod: qHTS Assay for Epigenetic Modulators. mouse C127i GFP locus derepression, cytometry, 30 h. Potency, µM (series often up to 46.1 µM), inactives show at the top dose GFP derepression (activation). 68,000 tested, 0.09% active; further: % of control where 0% means no effect
#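 Murine C127i mammary cells carrying a silenced, stably integrated CMV-driven GFP reporter were treated with compound for 30 hours at 37 C. After PBS washes, GFP-positive cells were counted by laser-scanning microplate cytometry.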
# UbGFP stabilizer: Ubiquitin-GFP Assay | Ubiquitin-GFP reporter cells, proteasome inhibition, GFP fluorescence; response scale: untreated = 0%, 10 µM MG-132 = 100% | Potency, µM (series often up to 45.9 µM), for inactives: at the top dose activation (GFP accumulation), hits mostly activators | 67,000 tested, under 10 active; active means well fitted activation curve with a large enough effect, not every such curve was filed as active; inconclusive means small, poorly fitted or top-dose-only effect, or another doubt; inactive means no such curve, though single readings can be large or run the other way; further: potency means the concentration at half of the fitted maximal effect
#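 GFP accumulation read-out: laser plate cytometry counting ubiquitin(G76V)-GFP-expressing U2OS cells after 4 hr compound exposure at 37 °C. Titrations spanned 46 uM to 2.9 nM; 0% = basal, 100% = 10 uM MG-132; concentration-response curves fitted.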
# ERK AVP inh: qHTS Assay for Inhibitors of the ERK Signaling Pathway using a Homogeneous Screening Assay; HEK293-V1b, vasopressin-stimulated pERK AlphaScreen; Potency, µM (top dose mostly 57.5 µM), without a hit: top-dose activity, negative = inhibition, hits mostly inhibitors; 72,000 tested, 0.99% active; further: potency means the concentration at half of the fitted maximal effect; on the % scale 0 is the no-effect control and ±100 the full control effect; nearly all actives have a fitted effect of over 55% in size
#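 V1b-HEK293 cells; cpd 30 min 37C; 25 nM vasopressin 5 min; lyse 10 min; AlphaScreen beads 5 hr RT. Normalized to DMSO basal and 25 nM vasopressin; AC50 by Hill fit.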
# Tau filament bind: qHTS Assay for Tau Filament Binding. Microtubule-associated protein tau (Homo sapiens), P10636. recombinant tau filaments, thioflavin S fluorescence, 15 h; filaments grown with octadecylsulfate alongside compound. Potency, µM (top dose mostly 57.1 µM), for the others: top-dose activity change, negative = inhibition. 71,000 tested, 2% active. AID 596, 2007;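 further: potency means the concentration at half of the fitted maximal effect; on the % scale 0 is the no-effect control and ±100 the full control effect; actives lower thioflavin S fluorescence by blocking filaments or displacing dye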
#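 Quantitative HTS: thioflavine S signal from ODS-induced tau filaments, excited at 450 nm, emission 510 nm. Conditions: 1 uM tau, 30 uM ODS, 15 h at 37 C, pH 7.4.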
# HBB splice mod: qHTS Assay for Modulators of Hemoglobin Beta Chain Splicing; HBB splicing reporter cell assay, activation; EGFP reporter with mutant IVS2-654 intron; response scale: normalised to 500 nM splice-correcting PNA; Potency, µM (doses to about 46.1 µM), for inactives: top-dose activation, hits mostly activators; 65,000 tested, 0.06% active; further: potency means the concentration at half of the fitted maximal effect; 0% is about no effect
#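 HeLa cells stably expressing EGFP interrupted by mutant beta-globin intron 2 (IVS2-654), 500/well in 2% FCS. Treated with compound for 2 days at 37C. Splicing correction scored as total well GFP intensity (488 nm excitation, 500-520 nm emission); 500 nM antisense PNA served as control.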
# Pol III holo inh: qHTS Assay for Inhibitors of DNA Polymerase III Holoenzyme System; reconstituted DNA polymerase III holoenzyme replication, biochemical; Potency, µM (series often up to 57.1 µM), for the others: at the highest dose activity change, negative = inhibition; 71,000 tested, 0.25% active; further: potency means the concentration at half of the fitted maximal effect; on the % scale 0 is the no-effect control and ±100 the full control effect
#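 Reconstituted *E. coli* holoenzyme (0.35 nM Pol III, 1 nM beta, 154 nM SSB, 2 nM primase) was preincubated with compound for 15 min at RT. Synthesis on 1.4 nM ssM13Gori ran 35 min, then was stopped with PicoGreen/EDTA and read as dsDNA fluorescence.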
# CRE Fsk mod: Cell signaling CRE-BLA (Fsk stim) | Potency, µM (top dose mostly 38.2 µM), for the others: at the top dose activity change, negative = inhibition, most hits filed as activators | 71,000 tested, 2.5% active | CHO CRE-bla reporter (cAMP response element driving beta-lactamase), forskolin EC10, beta-lactamase ratio; active means well fitted activation curve with a large enough effect in the signal ratio, with a control signal flat, not every such curve was filed as active; inconclusive means small, poorly fitted or top-dose-only effect, or effect the other way, or a change in a side signal; the % refers to the signal ratio; further: potency means the concentration at half of the fitted maximal effect; % of control where 0% means no effect
#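 Beta-lactamase reporter under a cAMP responsive element in CHO cells; compounds tested in titration series against EC10 NKH 477, 3 h at 37 °C. Read-out: CCF4 FRET ratio 460nm/530nm (excitation 405nm) giving %Activity, fitted to AC50.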
# Active calls of the source: *; ? = inconclusive; . = not tested or not shown; [ ] = remark or other dose. Unless noted, the call rests on the fitted dose curve; in most records, active means well fitted curve in the direction sought with a large enough effect; inconclusive means small, poorly fitted or top-dose-only effect, or another doubt; inactive means no such curve, though single readings can be large; an effect the other way counts as inactive or inconclusive. A portion of the library (hit frequency here may not be typical).
SMILES,ALOX15 inhib,Hsp90 Hop PPI,FLuc inh,HADH2 inhib,Epigenetic mod,UbGFP stabilizer,ERK AVP inh,Tau filament bind,HBB splice mod,Pol III holo inh,CRE Fsk mod
CC1Cc2cc(C3(O)C(=O)c4ccccc4C3=O)ccc2N1 (centres undefined),-11%,-20%,2%,1%,-1%,-10%,10%,?,-4.8%,-5%,?
c1ccc(CCNc2nc3ccccc3n3nnnc23)cc1,12%,-6%,-3%,12%,-2%,-16%,-9%,10%,-0.7%,0%,?
O=C1NCCCC1C(=O)N1CCN(C(c2ccccc2)c2ccccc2)CC1 (centres undefined),3%[11.4 µM],-8%[11 µM],2%,-2%[11.4 µM],-2%,21%[9.17 µM],-8%,0%[11.4 µM],-1.3%[0.0738 µM],-2%[11.4 µM],?
CCCn1c(CCC(=O)O)ccc1-c1ccc(F)cc1,7.9µM*,-9%,3%,21%,-3%,6%,?,?,3.5%,-8%,?
Cc1nc2ccc(Br)cn2c(=O)c1Cl,7%,-4%,-1%,-6%,2%,-8%,3%,0%,5.7%,-4%,?
COC(=O)c1ccccc1NC(=O)c1ccccc1OC,-22%,?,1%,-3%,1%,6%,36%[activator],6%,.,-3%,?
CCN1CCN(c2ncc3c(n2)CC(c2cc(OC)c(OC)c(OC)c2)CC3=O)CC1 (centres undefined),2%,2%,1%,0%,0%,1%,14%,-5%,3.1%[57.5 µM],0%,6%
O=C(Nc1ccccc1)NC1CCN(Cc2nnnn2C2CCCCC2)CC1,-4%,0%,2%,-2%,-3%,-5%,-17%,-25%,.,-6%,-8%
COc1ccc(-n2c(=O)c(CCc3ccccc3)nc3cnc(N4CCN(C)CC4)nc32)cc1,-4%,-2%,-1%[11.4 µM],7%,0%[9.22 µM],6%,-29%,6%,-0.2%,4%,?
Cc1ccc(NC(=O)CN(C)S(=O)(=O)c2cccc3nsnc23)cc1C,0%,1%,-22%,-2%,22%,-3%,16%,-13%,0.2%,-8%,?
Cc1cc(C)n2nc3nc(N4CCCC4)nc(-c4ccccc4)c3c2n1,4%,3%,-1%,28%,9%,9%,-1%,24%,-1.9%,0%,?
COc1cc(Cn2cnnn2)ccc1O,12%,-2%,1%,-1%,2%,-6%,15%,-2%,-0.1%,-2%,2%
O=C(Nc1nc2ccc(S(=O)(=O)N3CCCC3)cc2s1)C1CCCO1 (centres undefined),-8%,-5%,0%,?,0%,5%,-24%,3%,1.4%,0%,4%
Cc1cc(N2C(=O)C(O)=C(C(=O)c3ccco3)C2c2cccnc2)no1 (centres undefined),12%,-5%,2%,0%,-4%,8%,5%,-1%,2.6%[57.5 µM],2%,-10%
CCCCCn1c(=O)[nH]c2cc(C(=O)NCCCN3CCCCC3)ccc2c1=O,7%,-5%,2%,?,3%,0%,15%,-6%,-0.6%,-4%,-7%
O=S(=O)(c1ccccc1)N1CCC2(CC1)CN(c1ccncc1)C2,-1%,?,0%[11.4 µM],3%,0%[9.22 µM],4%,43%,2%,2.8%,2%,5%
Cc1ccccc1CSc1nnc(-c2cccnc2)n1N,6%,0%,2%,-4%,-2%,-3%,10%,6%,-0.1%[1.84 µM],1%,?
O=c1[nH]c(N2CCc3ccccc3C2)nc2c1CCCC2,15%,-3%,-1%,3%,0%,17%,8%,8%,0.8%,0%,-3%
CC1CN(c2cc3nccnc3cc2F)CC(C)O1 (centres undefined),0%,-7%,0%,-1%,0%,1%,-11%,0%,-1.6%,-6%,3%
COc1ccc(-c2nc(CS(=O)CC(=O)NCc3ccco3)c(C)o2)cc1 (centres undefined),4%,-2%[2.3 µM],-6%,-21%,.,2%,?,4%,-0.4%,3%,-5%
COC(=O)c1[nH]c2ccc(C)cc2c1NC(=O)CN1CCCc2ccccc21,-20%,-4%,1%,?,0%,7%,-10%,-22%,0.8%[1.84 µM],4%,18%
Cc1nc(NC(=O)C2CC3CCCC(C2)C3=O)sc1C (centres undefined),0%,-11%,3%,-1%,0%,0%,-10%,5%,-1.8%,-7%,2%
COc1ccc(NC2=C(C)C(=O)CC2)cc1,8%,-6%,-3%,-3%,-2%,6%,-16%,-6%,-0.7%,2%,-3%
CCN(CC)CCN1C(=O)c2oc3ccccc3c(=O)c2C1c1ccccc1 (centres undefined),5%,2%,-7%,32%,-1%,-2%,-4%,-20%,-0.1%[57.5 µM],1%,-2%
O=C(NCCN1CCOCC1)c1c(F)c(F)c(F)c(F)c1F,3%,0%,-1%,7%,0%,1%,-4%,2%,1.2%,-2%,-5%
# Next section
SMILES,ALOX15 inhib,Hsp90 Hop PPI,FLuc inh,HADH2 inhib,Epigenetic mod,UbGFP stabilizer,ERK AVP inh,Tau filament bind,HBB splice mod,Pol III holo inh,CRE Fsk mod
CC(=O)Nc1cccc(NC(=O)C2CC3CCC2C3)c1 (centres undefined),-12%,-3%,-7%,?,-2%,-3%,-14%,-21%,-0.1%[9.22 µM],3%,1%
O=C(NC1=NCCS1)c1cc2ccccc2o1,-2%[11.4 µM],5%[11 µM],5µM*,4%[11.4 µM],-2%,7%[9.17 µM],-8%,10%[11.4 µM],0.4%[0.0738 µM],4%[11.4 µM],?
OC(Cc1nc2ccccc2[nH]1)c1ccccc1Cl (centres undefined),9%,-8%,-13%,7%,0%,7%,11%,7%,0.0%,0%,-2%
O=C(CCCn1c(=S)[nH]c2cc3c(cc2c1=O)OCO3)NC1CC1,2%,-5%,-1%,?,?,-5%,-14%,-2%,-4.4%[0.369 µM],-3%,8%
O=C(OCC#CCSc1nnc(-c2ccncc2)o1)c1cccs1,-1%,-2%,0%,9%,0%,12%,-27%,0%,1.7%,0%,?
Cc1cc(NC(=O)CC(CN(C)S(=O)(=O)c2ccccc2)c2ccccc2)no1 (centres undefined),-7%,-2%,-1%,-3%,8%,-15%,-26%,-2%,-0.7%,-1%,-10%
Cc1sc2ccccc2[n+]1CCC(=O)O,-7%[11.4 µM],-2%[11 µM],-2%[11.4 µM],0.79µM*,-3%[9.22 µM],-8%[9.17 µM],2%[11.5 µM],5%[11.4 µM],7.6%[9.22 µM],-12%[11.4 µM],6%[7.6 µM]
O=C(c1cc(C(F)(F)F)cc(C(F)(F)F)c1)N1CCC2(CCN(Cc3ccccc3)CC2)CC1,9%,-2%,1%[11.4 µM],3%,0%[9.22 µM],9%,7%,-23%,0.6%,-12%,-3%
Cc1occc1C(=O)NC(C)CCc1ccccc1 (centres undefined),-9%[11.4 µM],?,-1%,15%[11.4 µM],4%,-2%[9.17 µM],-1%,8%[11.4 µM],0.0%[0.0738 µM],6%[11.4 µM],?
O=C1[C@@H]2[C@H]3C(=CC[C@@H]2C(=O)N1Cc1ccccc1)C1(OCCCO1)[C@H]1O[C@@H]1[C@H]3O,-4%[11.4 µM],.,1%[11.4 µM],?,.,.,7%[11.5 µM],.,1.1%[9.22 µM],.,.
CCc1ccc2nc(NC3=NCN(CCCN4CCOCC4)CN3)nc(C)c2c1,5%,-3%,-1%,6%,-3%,19%,-11%,28%,-0.5%,-2%,5%
CCCC(=O)Nc1ccccc1NC(=O)CCC,-2%,0%,2%,14%,3%,-4%,15%,6%,-2.0%,3%,1%
CC(=O)c1nc(N2C(=O)C3CC=C(C)CC3C2=O)sc1C (centres undefined),4%,0%,4%,-10%,-3%,-5%,-6%,4%,-0.6%,-2%,8%
CCCCCOc1ccc(NC(=O)CCCC(=O)O)cc1,3%,1%,-2%,3%,2%,-4%,-20%,-21%,-1.6%,-4%,-2%

# Screening data: PubChem, National Center for Advancing Translational Sciences (NCATS)
